PAFAH1B2 FP inh: inhibitors of human PAFAH1B2. P68402. recombinant PAFAH1B2, FP-rhodamine activity probe, fluorescence polarization. inhibition, % at 3.39 µM. hit rate 1.2% among 340,000;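 active = inhibition above the mean of all tested compounds plus 3 SD, cut at about 24% in these data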;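 also: 0% = enzyme with DMSO and 100% = wells lacking PAFAH1B2; many of its hits are not listed in these tables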
LYPLA1 inh: LYPLA1 (human) inhibition in PME1 counter-screen; O75608; recombinant LYPLA1, FP-Rh probe fluorescence polarization; inhibition, % at 5.9 µM; hit rate 0.16% among 320,000;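 active = inhibition above the mean of all tested compounds plus 3 SD, set per campaign, cut at about 14% in these data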;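 also: inhibitors block serine hydrolase probe labeling of LYPLA1 so polarization falls; 0% = enzyme with DMSO and 100% = wells lacking LYPLA1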
Target sequence (O75608 whole entry, looked up): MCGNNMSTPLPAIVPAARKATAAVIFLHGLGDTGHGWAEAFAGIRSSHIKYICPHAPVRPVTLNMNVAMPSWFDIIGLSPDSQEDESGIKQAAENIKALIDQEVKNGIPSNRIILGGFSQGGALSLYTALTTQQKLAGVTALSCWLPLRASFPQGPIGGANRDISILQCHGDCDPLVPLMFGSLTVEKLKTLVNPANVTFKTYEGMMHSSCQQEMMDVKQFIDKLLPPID
PREPL inh: human PREPL enzyme inhibition; Q4J6C6; recombinant PREPL, fluorescence polarization activity-based probe; inhibition, % at 5.96 µM; hit rate 0.68% among 320,000; AID 2751; in the data active = inhibition above about 43%;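 also: 0% = enzyme with DMSO and 100% = wells lacking enzyme; many of its hits are not listed in these tables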
Target sequence (Q4J6C6 whole entry, looked up): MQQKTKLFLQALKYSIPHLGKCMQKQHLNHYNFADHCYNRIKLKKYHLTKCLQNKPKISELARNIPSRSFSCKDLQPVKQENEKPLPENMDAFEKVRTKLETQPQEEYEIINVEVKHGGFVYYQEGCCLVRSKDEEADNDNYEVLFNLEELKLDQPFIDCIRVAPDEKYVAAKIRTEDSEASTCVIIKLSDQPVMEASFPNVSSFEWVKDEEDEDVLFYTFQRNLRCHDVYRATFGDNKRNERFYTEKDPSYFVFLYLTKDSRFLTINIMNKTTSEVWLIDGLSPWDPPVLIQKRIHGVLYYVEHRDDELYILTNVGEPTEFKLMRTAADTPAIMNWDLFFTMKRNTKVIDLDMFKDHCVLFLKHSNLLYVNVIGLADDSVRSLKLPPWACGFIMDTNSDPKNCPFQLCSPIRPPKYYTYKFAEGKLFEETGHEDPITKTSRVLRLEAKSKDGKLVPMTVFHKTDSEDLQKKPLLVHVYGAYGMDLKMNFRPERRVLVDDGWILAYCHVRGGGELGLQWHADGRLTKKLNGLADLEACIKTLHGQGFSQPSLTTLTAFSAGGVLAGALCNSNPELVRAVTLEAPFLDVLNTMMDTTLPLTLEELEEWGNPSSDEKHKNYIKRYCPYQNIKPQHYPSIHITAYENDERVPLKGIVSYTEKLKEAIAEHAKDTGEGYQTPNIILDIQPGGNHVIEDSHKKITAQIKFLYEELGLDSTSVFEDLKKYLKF
pPAFAH inh: pPAFAH (human) enzyme inhibition; recombinant pPAFAH, FP-rhodamine probe fluorescence polarization; Q13093; AID 463082; hit rate 1.5% among 330,000; inhibition, % at 3.39 µM;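 active = inhibition above the mean inhibition across the screen plus 3 SD, cut at about 25% in these data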;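 also: inhibitors block binding of the rhodamine activity-based probe so polarization drops; 0% = enzyme with DMSO and 100% = wells lacking pPAFAH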
PAD4 inh: inhibitors of human PAD4; inhibition, % at 6.36 µM; Q9UM07; AID 485272; hit rate 0.41% among 330,000; recombinant PAD4, RCA probe fluorescence polarization;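 active = percent inhibition above a cutoff equal to the mean of all tested compounds plus 3 SD, cut at about 15% in these data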;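 also: 0% = PAD4 with RCA probe and DMSO and 100% = probe without PAD4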
PAFAH2 FP inh: PAFAH2 (human) inhibition; Q99487; recombinant PAFAH2, FP-rhodamine activity probe, fluorescence polarization; inhibition, % at 3.39 µM; hit rate 0.99% among 340,000;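 active = inhibition above the mean over all tested compounds plus 3 SD, cut at about 30% in these data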;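 also: inhibitors block probe labeling of enzyme so polarization drops; 0% = enzyme with DMSO and 100% = wells lacking PAFAH2 protein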
GSTO1 counter: blocks human GSTO1 in RBBP9 counter-screen; inhibition, % at 5.96 µM; P78417; hit rate 1.1% among 300,000; recombinant GSTO1, activity-based probe fluorescence polarization;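 active = inhibition above the campaign mean inhibition plus 3 SD, cut at about 35% in these data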;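 also: 0% = GSTO1-1 with DMSO and 100% = wells lacking GSTO1-1 enzyme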
LYPLA2 inh: LYPLA2 (human) inhibition in PME1 counter-screen. recombinant LYPLA2, FP-Rh probe fluorescence polarization. inhibition, % at 5.9 µM. O95372. hit rate 0.38% among 320,000. AID 2177;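 active = inhibition above the screen-wide mean plus 3 SD, limit set per campaign, cut at about 26% in these data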;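 also: 0% = LYPLA2 with DMSO and 100% = wells lacking LYPLA2 enzyme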
PAFAH1B3 FP inh: blocks human PAF acetylhydrolase 1B catalytic subunit 3 | Q15102 | recombinant PAFAH1B3, FP-rhodamine probe, fluorescence polarization | inhibition, % at 3.39 µM | hit rate 0.28% among 340,000;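 active = inhibition above the screen-wide average of all tested compounds plus 3 SD, cut at about 25% in these data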;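 also: 0% = enzyme with DMSO only and 100% = wells lacking PAFAH1B3 protein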
Numbers without * were called inactive; . = no result given; & = joins results of further samples. The list is partial (hit frequency here may not be typical).

molecule	PREPL inh	PAFAH1B3 FP inh	LYPLA1 inh	GSTO1 counter	PAD4 inh	PAFAH1B2 FP inh	LYPLA2 inh	pPAFAH inh	PAFAH2 FP inh
COc1ccccc1Nc1ccc(S(=O)(=O)N2CCCCC2)cc1[N+](=O)[O-]	7	6	0	3	1	5	3	7	0
CC1CCCC(C)N1C(=O)COC(=O)CN1C(=O)c2ccccc2C1=O (centres undefined)	9	5	.	.	-9	0	.	0	2
CC[C@]12c3[nH]c4ccc(Cl)cc4c3CCN1C(=O)[C@@H](CC(=O)NCC13CC4CC(CC(C4)C1)C3)C[C@@H]2C(=O)N1CCN(C(=O)c2ccco2)CC1	.	10	.	.	0	-1	.	1	-2
Cc1cc(C(=O)CSc2nnc(N)s2)c(C)n1CCc1ccc(F)cc1	-11	12	-1	3	-3	10	0	13	3
CC(C)(C)c1ccc(C(=O)N2CCC(C(=O)NCc3ccncc3)CC2)cc1	8	0	-1	4	0	4	34*	-5	-2
O=C1c2cccnc2C(=O)N1Cc1ccco1	3	2	-2	12	3	-2	-2	5	4
CCOC(=O)C1CCCN(S(=O)(=O)c2ccc(-n3cnnn3)c(C)c2)C1 (centres undefined)	-2	2	-7	7	1	2	-4	4	-5
CCN(CC(=O)NCc1cccs1)C(=O)c1ccc(S(=O)(=O)N(C)C)cc1	8	2	-2	4	-5	4	1	5	0
O=C(CSc1nnc(Cn2c(=O)sc3ccccc32)n1CCc1ccccc1)N1CCOCC1	-12	0	1	10	3	4	7	-7	-6
Nc1nc2ccccc2n1/N=C/c1ccc(Br)cc1	39	8	-2	-16	-5	-4	-3	16	6
CC(C)OC(=O)CSc1nnc(-c2ccc(Cl)cc2Cl)n1N	-1	-1	4	-4	0	0	-1	1	-5
COc1cccc(C(=O)NCCC2=CCCCC2)c1	2	-3	0	-8	-1	7	5	-4	-1
Cc1ccc(NC(=O)/C(=C\c2cccnc2)NC(=O)c2ccco2)cc1	12	2	-2	1	-1	0	-5	-6	-4
Cc1cc(C)c(C#N)c(SCC(=O)Nc2c(C)n(C)n(-c3ccccc3)c2=O)n1	10	14	.	.	3	10	.	-1	1
COc1ccc(NC(=O)/C(=C\c2cccnc2)NC(=O)c2cccs2)cc1	1	7	-1	2	-3	-1	0	5	-1
Cn1nc(C(F)(F)F)c(C(=O)Nc2ccc(F)cc2F)c1Sc1ccc(C(F)(F)F)cc1	2	1	-4	-6	2	5	-12	0	-16
O=C(NN1C(=O)CSC1=S)C(=O)NN1C(=O)CSC1=S	3	11	-5	-17	-5	4	1	7	15
COc1ccc(-n2cnc3cc(C(=O)NCC4CCCO4)ccc32)cc1 (centres undefined)	1	9	4	0	-2	5	0	8	8
CS(=O)(=O)n1nc(-c2ccc(Cl)cc2)nc1N	-15	4	2	4	-2	0	-8	-3	3
Cn1c(O)c(/C=C2\C=Nc3ccccc32)sc1=Nc1ccc(C(=O)O)cc1	15	19	11	6	1	7	6	15	9
Cc1noc(C)c1S(=O)(=O)N1CCCC(C(=O)Nc2ccc(Cl)cn2)C1 (centres undefined)	0	8	3	6	0	0	-2	6	-1
Cc1ccc(C(=O)Nc2cccc(NC(=O)c3cccs3)c2)c(C)c1	-10	7	-5	-6	-4	3	-7	2	-1
CCCCOCP(=O)(CCCC)COCCCC	5	2	2	2	-6	4	-1	7	2
COCCN1C(=O)N(c2cccc(OC)c2)C(=O)C1CC(=O)Nc1ccc(OC)cc1 (centres undefined)	12	15	2	6	-5	2	2	-3	2
O=C(Nc1nccs1)c1ccc(NC(=O)C2CC=CCC2C(=O)O)cc1 (centres undefined)	5	6	1	5	-3	0	-2	3	2
CCNC(=O)COC(=O)C1CCN(S(=O)(=O)c2ccc3c(c2)OCCO3)CC1	-2	5	-2	2	-2	-1	-1	8	3
CCOC(=O)C(C)(C)Sc1ncnc2nc[nH]c12	8	-1	0	-3	-3	1	1	-1	-5
O=S(=O)(c1cccc(Cl)c1)N1CN(CC2CCCO2)c2nc3ccccc3nc21 (centres undefined)	11	2	4	-2	7	0	-3	5	6
Cc1cccc(NC(=O)c2nc[nH]c2C(=O)NC2CCN(C(=O)OC(C)(C)C)CC2)c1	7	3	-4	.	-1	2	-5	1	-7
CCOc1ccccc1N1CCN(CC(O)COCc2cccs2)CC1 (centres undefined)	-2	4	2	-1	-4	-4	-2	1	-3
CCN(C(=O)CCN1C(=O)c2ccccc2S1(=O)=O)c1ccccc1	3	12	1	7	0	0	4	5	0
COCCN(C(=O)COC(=O)COc1ccc2c(c1)CCC2)c1c(N)n(Cc2ccccc2)c(=O)[nH]c1=O	-1	6	0	-3	-2	7	4	17	7
CCOc1ccc2c(c1)c1nnc(SCC(=O)NC3CC3)nc1n2C	-2	4	-2	4	3	2	0	-2	3
COc1ccc(N=C(N(C)C)P(=O)(N(C)C)N(C)C)cc1	-3	8&5	0	4	-4	5&3	11	9	3&7
Cc1cccc(OCCCC(=O)Nc2nc3ccccc3[nH]2)c1	7	5	2	0	-3	3	15	0	1
CCn1nc(C(=O)OCC(=O)N(CCC#N)c2ccccc2)c2ccccc2c1=O	-1	-1	-2	.	-2	5	-3	2	-5
CCOCCOC(=O)Cn1cnc2scc(-c3ccc(C)cc3)c2c1=O	-8	2	-2	4	-1	3	-2	3	7
CN(C)c1ccc(/C=C/c2cccc[n+]2[O-])cc1	7	.	4	4	-5	.	2	8	.
CN(C)CC/C=C1/c2cc(F)ccc2CSc2ccc(F)cc21	-38	9	6	2	-2	1	4	2	-6
CC1=C(C(=O)OCc2ccccc2)C(c2ccc(Cl)cc2)NC(=O)N1C (centres undefined)	-3	3	-1	0	9	7	-3	-1	-4
c1ccc(CNc2ncnc3ccccc23)cc1	1&8	13&-1	2&4	3&8	-4&4	3&-2	5&5	1&3	-3&-6
COc1ccc(NC(=O)CCNS(=O)(=O)c2ccc(Cl)c([N+](=O)[O-])c2)cc1S(N)(=O)=O	8	5	1	6	-3	6	6	9	0
Cc1ccc(-n2nnnc2SCC(=O)NC(=O)Nc2ccc3c(c2)OCCO3)cc1	-10	-6	-5	1	-6	-2	-9	-1	-3
CN(c1ccc(OCC(=O)NC2CCCC2)cc1)S(=O)(=O)c1cccs1	7	4	4	9	-1	5	9	10	2
CC(=O)c1ccccc1NC(=O)COC(=O)CCCN1C(=O)c2cccc3cccc(c23)C1=O	9	-3	5	8	-6	-5	6	7	-3
O=C(/C=C/c1cccc([N+](=O)[O-])c1)N1CC[C@@]2(O)CCCC[C@H]2C1	14	3	2	-8	-1	7	6	-6	-3
CCOC(=O)c1ccc(-n2c(CN3CCN(CC)CC3)nc3ccc([N+](=O)[O-])cc3c2=O)cc1	16	3	-3	-6	3	-4	4	8	-1
Cc1cc(Br)c(NC(=O)CN(C)CCOc2ccccc2)c(Br)c1	-26	3	-3	3	-1	-3	6	0	2
CCOC(=O)c1oc2ccc(CNC(C)(C)C)c(Cl)c2c1C	3	2	-1	2	0	-6	-3	3	0
O=C(CN1C(=O)S/C(=C\c2ccccc2F)C1=O)NC1CCS(=O)(=O)C1 (centres undefined)	12	1	7	-8	1	-2	8	3	-7
COc1ccc(-c2cc(=O)c3cc(OC)c(OC)cc3[nH]2)cc1	4	1	1	3	3	1	4	7	6
O=C1CCC(C(=O)N2CCSCC2)CN1Cc1ccc(Cl)cc1 (centres undefined)	4	0	1	-1	-8	12	3	2	15
CCCCn1c(SCc2ccc(C(=O)OC)o2)nc2cc(S(N)(=O)=O)ccc21	10	-5	4	-4	-4	-8	6	12	4
COc1ccc(Cl)cc1NC(=O)CN(C)C(=O)c1ccc2n[nH]nc2c1	7	4	-4	.	1	3	3	2	3
CC(C)=CCc1c2c(c3occ(-c4ccc(O)cc4)c(=O)c3c1O)C=CC(C)(C)O2	12	16	-13	21	1	6	-22	15	0
Cc1cccc(NC(=S)N(CCN(C)C)C(C)c2cccnc2)c1 (centres undefined)	-1	6	0	8	0	-1	-1	2	-5

Other structures:
molecule	PREPL inh	PAFAH1B3 FP inh	LYPLA1 inh	GSTO1 counter	PAD4 inh	PAFAH1B2 FP inh	LYPLA2 inh	pPAFAH inh	PAFAH2 FP inh
CC(=O)Nc1ccc(S(=O)(=O)NC(C)C(=O)OCCOc2ccc(F)cc2)cc1 (centres undefined)	-10	6	-6	.	1	6	-8	4	2
Cn1c(Cc2ccccc2)nnc1SCC(=O)c1ccc(Br)s1	17	1	2	26	-1	5	7	3	1
COc1ccccc1-c1cn[nH]c1-c1ccc(OCc2ccccc2F)cc1O	24	11	-6	0	1	2	-6	5	-5
O=C(NC1CCN(Cc2ccccc2)CC1)C1CCN(S(=O)(=O)c2ccc(Cl)cc2)CC1	3	0	0	4	-2	12	2	3	-9
CCOC(=O)c1c(NC(=O)Cc2ccccc2)sc2c1CCN(C)C2	-24	5	-4	3	-1	4	0	9	16
COc1ncccc1C(=O)N1CCCC(C(=O)c2cccc(OC(C)C)c2)C1 (centres undefined)	3	6	1	6	-2	5	3	1	7
Cc1cc(C)cc(C(=O)OCC(=O)NCC(F)(F)F)c1	-8	-5	3	4	-2	3	0	-1	-1
N#Cc1cc(Oc2ccccc2)c(-n2nnc3ccccc32)cc1C#N	-12	-9	-2	2	5	0	2	-2	11
O=C(Cc1ccc(S(=O)(=O)N2CCCC2)s1)N1CCN(c2ccccc2)CC1	-15	-1	-1	9	-1	-2	0	6	0
COc1ccc2[nH]c3c(c2c1)CCN1C(=O)C(CC(=O)NCc2cccc(C(F)(F)F)c2)C[C@H](C(=O)N2CCOCC2)[C@@]31C (some centres undefined)	.	4	.	.	-2	4	.	0	-9
Cc1ccc(S(=O)(=O)N2CCOCC2)cc1-c1n[nH]c(=S)n1-c1ccccc1	-1	1	-3	.	-3	20	-1	-2	-2
O=C(NCc1ccccn1)c1ccc(CNS(=O)(=O)c2cccc(C(F)(F)F)c2)cc1	-4	0	-1	8	1	2	7	3	3
O=C(Nc1ccc(F)cc1F)c1ccc(-n2cncn2)nc1	-7	7	1	2	1	2	4	-1	1
CN(C)CCCNC(=O)C1(O)c2cc(Br)ccc2NC(=O)N1c1ccc(Cl)cc1 (centres undefined)	4	8	-6	-5	2	3	-9	3	-3
CCCC(c1nnnn1Cc1ccco1)N1CCN(C2CCCC2)CC1 (centres undefined)	5	-4	4	5	-5	5	13	-1	6
Cc1ccc2[nH]c(=O)c(CN(CCCN3CCOCC3)Cc3nnnn3C3CCCC3)cc2c1	15	2	-1	5	-3	-1	1	3	0
COc1ccc(OCC(O)Cn2c(=N)n(CCN3CCCCC3)c3ccccc32)cc1 (centres undefined)	34	7	4	5	-3	1	0	0	-4
CCOC(=O)c1[nH]c(C)c(/C(O)=C2\C(=O)C(=O)N(CCN(C)C)C2c2ccco2)c1C (centres undefined)	-3	10	1	6	-8	0	-3	-1	1
CCOC(=O)COc1ccc(S(=O)(=O)c2ccc(OCC(=O)OCC)cc2)cc1	-9	13	0	1	-2	7	7	-4	-3
Cc1cc(S(=O)(=O)Nc2ccccc2C)ccc1F	-1	-2	-2	-4	4	-1	-5	17	9
CC(=O)c1ccc(N2CCN(S(=O)(=O)c3c(C)[nH]c(=O)[nH]c3=O)CC2)cc1	-6	1	-4	1	-4	-6	0	2	0
Cc1ccc2c(CC(=O)O)coc2c1	-12	2	4	-1	-2	6	-1	4	6
